Bioassay records from PubChem BioAssay.
Cdc42 wt GTP: modulators of GTP binding to wildtype Cdc42, primary screen, biochemical, multiplex bead flow cytometry, Bodipy-GTP. GST-Cdc42 beads; actives lie on both sides. percent activity (GTP binding), % at 10 µM. actives 0.2% (n = 190,000). AID 761, 2007;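 active means percent activity GTP binding at least 20 points away from the 100% baseline, either down as inhibitor or up as activator; inconclusive means compound flagged as likely green fluorescent from well-wide comparison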;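 further: median bead fluorescence of bound Bodipy-FL-GTP at 100 nM; 0% = excess unlabeled GTP control and 100% = no compound control; below 100% means less GTP binding so inhibitor and above means activator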
Target sequence (P60953 whole entry, looked up): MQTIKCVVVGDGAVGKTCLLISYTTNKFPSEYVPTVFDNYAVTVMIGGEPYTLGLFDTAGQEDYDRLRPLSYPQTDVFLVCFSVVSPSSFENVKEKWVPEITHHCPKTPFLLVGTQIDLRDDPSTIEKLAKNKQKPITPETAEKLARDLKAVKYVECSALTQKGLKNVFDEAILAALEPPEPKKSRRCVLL
HRas wt GTP bind: modulators of GTP binding to HRas wildtype, primary screen, biochemical, bead-based flow cytometry, multiplex; GTPase HRas (Homo sapiens), P01112; GST-Ras wt beads, Bodipy-FL-GTP binding; actives lie on both sides; GTP binding activity, % at 10 µM; actives 0.14% (n = 190,000);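 active means GTP binding activity at least 20% away from the 100% baseline, either lowered as inhibitor or raised as activator; inconclusive means flagged as likely green fluorescent, judged across all proteins in the well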;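 further: 0% = unlabeled GTP competition control and 100% = no-compound control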
Target sequence (P01112 whole entry, looked up): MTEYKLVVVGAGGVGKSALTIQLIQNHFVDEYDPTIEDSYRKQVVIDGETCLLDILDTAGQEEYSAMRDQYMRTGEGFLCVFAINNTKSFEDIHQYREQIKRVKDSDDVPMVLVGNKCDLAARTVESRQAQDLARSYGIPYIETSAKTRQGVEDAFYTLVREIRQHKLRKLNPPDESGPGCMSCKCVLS
Rac1 wt GTP bind: wildtype Rac1 GTP binding modulators, primary screen, biochemical, GST-Rac1 beads, flow cytometry, multiplex; Ras-related C3 botulinum toxin substrate 1 (Homo sapiens), P63000; fluorescent GTP binding; actives lie on both sides; 0 = cold GTP competed, 100 = untreated; GTP binding activity (% of control), % at 10 µM; actives 0.27% (n = 190,000);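 active means GTP binding activity at least 20 points away from the 100% control level, either lower or higher; inconclusive means compound flagged as likely green fluorescent, judged across all proteins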
Rab2A wt mod: modulators of GTP binding to Rab2A wildtype, primary screen, biochemical, dog, bead-based flow cytometry, multiplex | Ras-related protein Rab-2A (Canis lupus familiaris), P61105 | GST-Rab2 wt beads, Bodipy-GTP binding | GTP binding activity, % at 10 µM | actives 0.19% (n = 190,000) | AID 760, 2007;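 active means GTP binding activity at least 20 points away from 100%, either lowered or raised; inconclusive means signal likely due to the compound's own green fluorescence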;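 further: 0% = beads with excess unlabeled GTP and 100% = no-compound control corrected for plate trend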
Mcl1 Noxa PPI: Mcl-1/Noxa binding inhibitors, primary screen, biochemical, TR-FRET, 1536-well. Induced myeloid leukemia cell differentiation protein Mcl-1 (Homo sapiens), Q07820. TR-FRET Mcl-1/Noxa peptide binding, 2 h. inhibition, % at 21.7 µM. actives 1.5% (n = 220,000). AID 1022, 2008;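 active means compounds that cut the protein-peptide binding signal by more than 50% relative to plate controls in a single-dose test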;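 further: His-tagged Mcl-1 with rhodamine Noxa BH3 peptide and terbium anti-His antibody; 0% = Mcl-1 plus Noxa peptide wells and 100% = peptide-only wells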
Target sequence (Q07820 whole entry, looked up): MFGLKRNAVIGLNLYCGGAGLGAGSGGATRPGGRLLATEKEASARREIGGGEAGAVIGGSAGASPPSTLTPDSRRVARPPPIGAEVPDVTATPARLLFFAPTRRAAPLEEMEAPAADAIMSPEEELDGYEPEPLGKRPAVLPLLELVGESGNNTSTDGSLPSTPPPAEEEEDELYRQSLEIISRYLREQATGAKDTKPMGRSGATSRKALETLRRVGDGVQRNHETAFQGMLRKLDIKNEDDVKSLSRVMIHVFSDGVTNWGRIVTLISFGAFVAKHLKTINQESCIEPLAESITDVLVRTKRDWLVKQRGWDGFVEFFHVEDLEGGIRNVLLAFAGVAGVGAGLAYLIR
ABCG2 inh: ABCG2 efflux pump inhibitors, primary screen, multiplex with ABCB1, IgMXP3 cells, flow cytometry | Broad substrate specificity ATP-binding cassette transporter ABCG2 (Homo sapiens), Q9UNQ0 | JC-1 efflux | inhibition, % at 6.6 µM | actives 0.1% (n = 190,000) | AID 1325, 2008;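 active means inhibition above 80%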;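 further: 0% = DMSO and 100% = nicardipine control wells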
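Test system: IgMXP3 cells (ABCG2) mixed with DDAO far-red-labelled CCRF-Adr cells (ABCB1). Reagent: JC-1 transporter substrate. Compound dosing: single test compound dose, 6.6 µM final. Times: 10 min compound exposure, 25 °C. Detection: flow cytometry of retained JC-1 fluorescence. Read-out basis: efflux inhibition in percent versus controls. Controls: nicardipine and DMSO wells.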
ABCB1 inh: ABCB1 efflux pump inhibitors, primary screen, cell-based, multiplex, flow cytometry, ABCG2 counter-screen; ATP-dependent translocase ABCB1 (Homo sapiens), P08183; inhibition, % at 6.6 µM; CCRF-Adr cells, JC-1 efflux; actives 0.067% (n = 190,000); AID 1326, 2008; in the data active means inhibition above about 40%;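 further: 0% = vehicle and 100% = reference inhibitor; higher value means more JC-1 retained so stronger ABCB1 efflux block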
Rab7 wt GTP bind: modulators of GTP binding to Rab7, primary screen, biochemical, wildtype, multiplex bead flow cytometry; Rab7 GTPase wild type (dog), Bodipy-FL-GTP binding; GST-Rab7 beads, fluorescent GTP binding; actives lie on both sides; untreated = 100%, excess cold GTP = 0%; GTP binding activity (percent of control), % at 10 µM; actives 0.055% (n = 190,000); AID 758, 2007;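 active means fluorescent GTP binding to Rab7 beads changed by at least 20 points from the 100% baseline, either direction, mostly lower; inconclusive means compound itself probably fluorescent, or too few beads counted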;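 further: median green fluorescence of bound Bodipy-FL-GTP per Rab7 bead population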
Pf gamet viab: late stage P. falciparum gametocyte viability inhibitors, primary screen, ATP luminescence, HTS; P. falciparum stage V gametocytes, 24 h; inhibition, % at 10.9 µM; actives 0.065% (n = 150,000); AID 743093, 2013;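 active means inhibition above the mean plus 3 SD of compounds within the control limits, set per campaign, cut at about 38% in these data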;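 further: 0% = DMSO wells and 100% = medium only without gametocytes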
Rac1 mut GTP: GTP binding modulators of activated mutant Rac1, primary screen, biochemical, bead-based flow cytometry, multiplex, fluorescent GTP; percent activity (GTP binding), % at 10 µM; actives 0.11% (n = 190,000); GST-Rac1 activated beads; actives lie on both sides; 100% means binding = to untreated wells; AID 764, 2007;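 active means GTP binding at least 20 percentage points away from the 100% baseline, in either direction, so actives lie on both sides; inconclusive means Compound likely fluorescent itself, or too few beads counted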
Avidin bead fluor: green autofluorescence of compounds with avidin beads – biophysical, 488/530 nm, flow cytometry, artefact control, profiling panel. compound fluorescence 488/530 nm; stronger effect = higher value. fluorescence (KMESF) at 10 µM. actives 0.38% (n = 220,000); in the data active means fluorescence above about 47; further: inactives centre near 10
An asterisk follows results filed as active; ? = inconclusive; · = no result given.

compound	Avidin bead fluor	Rab7 wt GTP bind	Mcl1 Noxa PPI	ABCG2 inh	Cdc42 wt GTP	Pf gamet viab	Rab2A wt mod	HRas wt GTP bind	ABCB1 inh	Rac1 wt GTP bind	Rac1 mut GTP
CC(Sc1ccccn1)C(=O)Nc1ccccc1 (stereo unspecified)	18	97	8	12	101	-11	98	98	1.0	105	97
O=C(/C=C/c1ccccc1Cl)NCCc1ccc(F)cc1	15	96	17	8	102	-18	101	101	0.3	103	99
CCC1=NN(S(=O)(=O)c2ccc(C)cc2)C(O)(C(F)(F)F)C1 (stereo unspecified)	23	106	20	-1	97	-10	100	98	-0.3	100	93
O=C(COC(=O)/C=C/c1ccc2c(c1)OCO2)NC1CC1	15	99	10	-3	105	·	100	101	0.1	101	101
COc1ccc(N(CC(=O)Nc2ccccc2C(=O)O)S(=O)(=O)c2ccc(C)c([N+](=O)[O-])c2)cc1	10	?	6	-8	?	10	?	?	-0.7	?	?
Cc1nc(-c2cccc(N)c2)cs1	12	103	5	1	99	·	98	100	0.3	103	100
COc1ccc(CCNC(=O)CN2CCC(C)CC2)cc1OC	6	94	12	2	102	·	97	98	0.7	105	101
COc1cc(Br)c(C(C)NC(=O)c2cccc(Br)c2)cc1OC (stereo unspecified)	15	102	0	1	102	-13	100	100	0.5	106	100
COc1ccc(C2C(C(=O)NCCN3CCOCC3)c3ccccc3C(=O)N2C)cc1OC (stereo unspecified)	31	100	-4	10	104	·	102	102	1.4	107	99
CCNc1nc(NC#N)nc(SCC(=O)OCC)n1	7	99	17	-4	104	·	104	103	-3.2	103	100
CCc1cccc(NC(=S)N(CCCN2CCOCC2)C(C)c2cc3cccc(OC)c3o2)c1 (stereo unspecified)	16	99	11	0	100	-11	102	99	1.1	100	98
COc1ccc(OC(=O)c2cnn(-c3ccccc3)c2C)cc1	12	98	24	3	101	·	103	102	0.3	100	100
O=C(c1cc(=O)c2ccccc2o1)N1CCCc2ccccc21	4	95	-24	1	97	·	96	97	0.1	97	95
O=C(NC(=S)Nc1cc(C(F)(F)F)ccc1N1CCOCC1)c1sc2ccccc2c1Cl	19	?	-10	-1	?	12	?	?	-0.5	?	?
Cc1ccc(/C=N/n2c(C)nc3ccccc3c2=O)s1	13	91	9	6	91	·	91	93	0.1	96	92
CC(C)OC(=O)c1cccc(-c2ccc(C=O)o2)c1	15	106	-10	22	101	12	103	105	0.0	104	102
COc1ccc(CCNC(=O)c2cnc3scc(C)n3c2=O)cc1OC	7	99	8	3	98	·	98	98	1.1	103	97
Cc1ccc(-c2ccc(S(=O)(=O)N3CCN(C)CC3)cc2)cc1	25	98	6	7	101	8	98	100	0.5	102	97
COc1ccc(-c2[nH]ncc2CN2CCCCCCC2)c(OC)c1	6	102	19	-1	102	-16	102	100	1.2	104	104
COc1ccc(NC(=O)C(=O)NCc2ccncc2)c(OC)c1	15	98	-18	0	100	·	101	99	-0.2	99	96
CCCc1cc(C(=O)Nc2sc3c(c2C#N)CCC3)no1	4	100	30	0	99	·	98	98	-0.1	102	96
CC(=O)C1=C(O)CC(C)(C)CC1=NCc1nc2ccccc2[nH]1	10	96	5	17	99	9	98	98	1.0	100	98
Cn1c(SCCOc2ccc(Cl)cc2)nnc1-c1ccncc1	30	96	11	3	98	-4	97	98	0.7	100	100
C=CCNCCCOc1ccc(C)cc1Br	7	101	20	4	101	6	97	98	0.2	99	98
CC(=O)c1coc2ccc(OCC(=O)O)cc12	34	102	7	12	103	-18	98	101	0.2	107	101
Cc1c(NC(=O)c2cc(-c3ccc(Cl)s3)nc3ccccc23)c(=O)n(-c2ccccc2)n1C	28	103	-5	19	103	2	100	100	2.3	104	95
O=C(c1cnccn1)N1CCN(C/C=C/c2ccccc2)CC1	7	101	-2	2	104	·	104	103	0.6	102	103
O=C(c1ccc(S(=O)(=O)N2CCOCC2)cc1)N(c1ccc(F)cc1)C1C=CS(=O)(=O)C1 (stereo unspecified)	5	100	5	0	102	18	102	102	0.0	109	101
COc1cc2c(cc1NC(=O)c1cccc(S(=O)(=O)N(C)C)c1)oc1ccccc12	15	96	-10	-1	102	7	98	99	-8.8	102	97
CCC1(C)Cc2ccccc2-c2[nH][nH]c(=O)c21 (stereo unspecified)	11	104	0	0	98	·	100	97	-0.4	98	93
CN1CCc2c(n(CC(O)CN3CCN(CCO)CC3)c3ccccc23)C1=O (stereo unspecified)	9	107	13	5	101	13	101	98	0.2	101	93
O=C1CC(N2CCCc3ccccc32)C(=O)N1c1ccccc1 (stereo unspecified)	16	105	7	14	99	0	100	100	0.2	103	96
CC(=O)N1[C@H](Cc2ccccc2)C=C[C@]1(C)C(=O)NCc1ccc(C)o1	9	95	4	-1	100	·	99	100	0.2	104	96
CCOc1ccc(C2C(C(=O)O)CCC(=O)N2C2CCCCC2)cc1 (stereo unspecified)	18	74*	16	3	72*	-18	73*	72*	1.4	71*	73*
CCOC(=O)CCn1c2nc(C)cc(C)c2c(=O)n1-c1ccccc1	17	103	-3	1	112	·	110	110	0.5	107	102
CCOC(=O)N1CCN(C(=O)CCn2nc(-c3ccccc3)ccc2=O)CC1	27	97	14	1	99	-2	94	97	0.5	97	94
Cc1nc(N2C(=O)C(=O)/C(=C(/O)c3ccccc3)C2c2ccco2)sc1C (stereo unspecified)	16	96	21	0	95	·	96	97	0.2	95	94
CCOC(=O)C(C)Oc1ccc(C2NC(=O)NC(C)=C2C(C)=O)cc1Br (stereo unspecified)	10	99	16	6	102	7	100	97	-0.1	102	99
O=C(c1ccc(C#CC2(O)CCCCC2)cc1)N1CCN(C(c2ccccc2)c2ccccc2)CC1	9	97	-2	3	105	-10	102	102	0.7	109	100
Fc1ccccc1-c1nc(N2CCCCC2)c2ccccc2n1	5	99	-9	19	104	-9	99	101	0.7	104	101
O=C(Nc1ccc2c(c1)OCCO2)C1CCN(c2ncccn2)CC1	20	99	16	2	93	·	93	97	0.6	104	97
Cc1cc(C)cc(C(=O)Nc2ccc(N3CCCC3)cc2)c1	10	95	67*	4	95	-11	95	94	0.0	97	92
COC(=O)C1=CN(Cc2cccs2)C=C(C(=O)OC)C1c1ccc(OC)cc1OC	10	97	14	0	97	·	97	97	1.1	96	94
Nc1ccc(Br)c2cccnc12	12	94	26	1	94	·	92	94	2.4	100	95
Cc1ccc(NC(=S)NC(=O)c2ccc(F)cc2)cc1S(=O)(=O)Nc1cccc(Cl)c1	10	89	22	0	90	14	86	88	-0.1	90	86
O=C(Nc1cnn(Cc2c(Cl)cccc2Cl)c1)C(c1ccccc1)c1ccccc1	9	100	6	12	104	13	102	103	5.6	109	102
Cc1c(Cl)c(C(F)(F)F)nn1CC(=O)NN	24	105	2	3	99	-1	102	100	1.7	100	99
CCOc1cc(/C=N/NC(=O)c2cccs2)ccc1OC(=O)N1CCOCC1	14	101	1	-1	101	17	100	102	0.6	102	104
CC(=O)NC(Cc1ccccc1F)C(=O)NC1CCN(C(=O)c2cnccn2)CC1 (stereo unspecified)	6	98	0	2	101	17	99	100	0.8	101	99
CS(=O)(=O)N1CCN(c2cnn(-c3ccccc3)c(=O)c2Cl)CC1	90*	98	12	0	98	14	97	98	-0.1	100	94
